From PubChem
GPR151 activ: activators of human GPR151. PathHunter beta-arrestin GPR151 cells, luminescence. actives 1% (n = 650,000). Q8TDV0. AID 1508602. activation, % at 11.2 µM; in the data active = activation above about 4.9%;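 note: 0% = median of compound wells and 100% = cells with positive control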
Target sequence (Q8TDV0 whole entry, looked up): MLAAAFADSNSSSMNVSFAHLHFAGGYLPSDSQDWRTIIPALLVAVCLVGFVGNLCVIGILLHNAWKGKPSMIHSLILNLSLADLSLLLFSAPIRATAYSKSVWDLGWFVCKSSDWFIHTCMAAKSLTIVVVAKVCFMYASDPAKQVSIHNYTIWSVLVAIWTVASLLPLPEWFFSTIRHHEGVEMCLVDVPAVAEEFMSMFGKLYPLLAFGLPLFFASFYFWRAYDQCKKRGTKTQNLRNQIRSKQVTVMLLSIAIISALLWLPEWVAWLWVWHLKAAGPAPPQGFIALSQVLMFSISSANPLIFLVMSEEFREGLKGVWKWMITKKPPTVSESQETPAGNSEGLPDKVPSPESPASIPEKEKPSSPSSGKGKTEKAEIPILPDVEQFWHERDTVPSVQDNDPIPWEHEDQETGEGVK
FBW7 act: human FBW7 E3 ligase activation, primary screen; Q969H0; AlphaScreen FBW7–phospho-cyclin E peptide binding, activator screen; normalized activity (activation), % at 26.1 µM; actives 0.13% (n = 650,000); in the data active = normalized activity above about 1.9%;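 note: purified mutant Fbw7 with reduced substrate affinity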
TEAD-YAP block: TEAD-YAP interaction inhibition; AID 1259422; inhibition, % at 9.12 µM; actives 1.4% (n = 640,000); HEK-TIYL cells, TEAD-Gal4/YAP UAS-luciferase luminescence; in the data active = inhibition above about 32%;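 note: 0% = median of test compound wells and 100% = reference inhibitor wells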
MITF inh: human MITF inhibition, primary screen; O75030; actives 0.91% (n = 650,000); AlphaScreen MITF homodimerization, bead proximity signal; inhibition, % at 2.6 µM; AID 1259374; in the data active = inhibition above about 50%;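 note: 0% = vehicle wells with protein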
Target sequence (O75030 whole entry, looked up): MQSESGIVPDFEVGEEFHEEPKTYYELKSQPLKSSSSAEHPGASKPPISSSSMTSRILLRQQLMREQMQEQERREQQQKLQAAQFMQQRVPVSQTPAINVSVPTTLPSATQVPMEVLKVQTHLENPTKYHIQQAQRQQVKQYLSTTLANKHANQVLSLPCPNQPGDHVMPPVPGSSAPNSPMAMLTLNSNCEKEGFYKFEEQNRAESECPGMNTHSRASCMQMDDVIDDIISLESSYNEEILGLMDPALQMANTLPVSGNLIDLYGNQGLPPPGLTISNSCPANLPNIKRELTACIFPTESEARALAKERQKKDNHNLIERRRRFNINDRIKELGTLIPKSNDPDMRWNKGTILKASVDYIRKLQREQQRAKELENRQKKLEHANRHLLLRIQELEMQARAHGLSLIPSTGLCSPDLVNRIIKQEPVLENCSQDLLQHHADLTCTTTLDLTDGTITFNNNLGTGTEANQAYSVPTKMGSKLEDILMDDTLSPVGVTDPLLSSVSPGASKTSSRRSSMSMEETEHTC
* hit, by the source's call; / = no result given.

SMILES	GPR151 activ	FBW7 act	TEAD-YAP block	MITF inh
CCCCNC(=O)c1cc(-c2ccc(OC)cc2)nc2ccccc12	1.4	0.2	-5.9	7.9
COc1ccc(CC(=O)Nc2cc(-c3cn4cccnc4n3)ccc2OC)cc1	-0.2	0.1	8.8	17.5
CC(=O)N1c2ccc(S(=O)(=O)N3CCCC3C(=O)Nc3cccc(C)n3)cc2CC1C (centres undefined)	0.7	0.0	6.6	6.4
COc1ccc(-c2ncc(CN3CCN(CCC(C)C)C(CCO)C3)cn2)cc1 (centres undefined)	-1.5	0.0	-36.8	-13.5
Cn1c(NC(=O)c2ccc(F)c(F)c2)cc(=O)n(C)c1=O	-1.7	0.1	4.1	7.3
O=C(CCN1C(=O)C2C3C=CC(C3)C2C1=O)Nc1ncc(S(=O)(=O)c2ccc([N+](=O)[O-])cc2)s1 (centres undefined)	-0.5	0.0	14.7	2.6
O=C(NCc1ccccc1)c1ccc(Cl)nc1	-0.4	-0.1	-0.6	11.7
CCOC(=O)C1CCN(S(=O)(=O)c2c(C)[nH]c(=O)[nH]c2=O)CC1	1.1	0.4	-11.1	-6.4
CN1CCN(C(=O)CSc2ccc(C(F)(F)F)cc2[N+](=O)[O-])CC1	-0.1	0.5	11.9	26.0
CC(=O)c1cc(CN2CCN(Cc3ccccc3)C(CCO)C2)cs1 (centres undefined)	-0.7	0.0	2.6	3.3
CCCCNC(=O)c1nn2c(c1Cl)NC(c1cccs1)CC2C(F)(F)F (centres undefined)	0.3	-0.1	5.8	9.7
COc1cc(/C=C2/C(=N)N3N=C(CC(C)C)SC3=NC2=O)ccc1OCc1ccc(F)cc1	-0.8	0.2	-28.8	7.2
N/C(=N\OC(=O)c1ccc(Br)cc1)c1ccc([N+](=O)[O-])cc1	-1.3	-0.2	-7.3	6.5
COc1cc(/C=N/NC(=O)c2ccccn2)cc2c1OCO2	-1.9	-0.1	-55.7	3.2
CCn1ncc2c(OCc3ccc(C#N)cc3)cc(C)nc21	-2.1	0.2	-1.3	-3.2
COc1ccc(NC(=O)c2ccc(N3CC4CC(C3)c3cccc(=O)n3C4)c(NS(=O)(=O)c3ccc(NC(C)=O)cc3)c2)cc1OC (centres undefined)	1.6	0.0	-4.3	-9.9
CC(C)n1cnc2c(NCCc3ccc(O)cc3)nc(NCCN3CCOCC3)nc21	1.0	0.0	13.5	-5.9
CC(=O)Cn1cnc2sc3c(c2c1=O)CCC(C(C)(C)C)C3 (centres undefined)	1.9	-0.1	-69.6	-8.4
CCC(C)NC(=O)Cn1c(=O)n(-c2cc(OC)cc(OC)c2)c(=O)c2sccc21 (centres undefined)	0.6	0.0	-6.1	-8.7
CCC(=O)Nc1ccc2nc(SCC(=O)N3CCN(c4ccccc4)CC3)sc2c1	3.5	0.1	45.1*	4.5
Cc1ccc(NS(=O)(=O)c2csc(C(=O)Nc3ccccc3)c2)cc1	0.1	0.2	-12.2	-5.1
COc1ccc(-c2noc(CNC(=O)COc3ccccc3C)n2)cc1	-0.9	-0.1	-6.0	-0.9
CC(=O)c1cc(C(=O)NCC2Cc3cc(-c4cncnc4)cc(Cl)c3O2)cs1 (centres undefined)	-0.7	-0.1	2.6	-16.7
COCCCNC(=O)c1cc(C(=O)OC)cc([N+](=O)[O-])c1	-1.5	-0.2	-2.2	-21.6
CCNc1nc(NCCc2ccc(O)cc2)c2ncn(C3CCCCC3)c2n1	1.7	0.0	-12.7	-4.7
COc1ccccc1-n1c(CNC(=O)COc2ccc(Cl)cc2)n[nH]c1=S	-0.4	-0.1	-1.1	-0.8
CC(=O)Nc1ccc(Nc2cc(Cl)nc(N)n2)cc1	-0.9	0.1	-9.9	8.9
NCCSC1CC(=O)N(c2ccccc2)C1=O (centres undefined)	0.7	0.3	-7.5	4.3
O=C(COc1ccccc1)Nc1ccc(Cl)c(-c2nc3ccccc3o2)c1	0.0	0.0	-5.4	-4.4
O=C(Nc1c2c(nn1-c1cccc(Cl)c1)CS(=O)C2)c1ccc(S(=O)(=O)N2CCCC2)cc1 (centres undefined)	-0.5	-0.1	10.2	7.6
CCCCC(=O)Nc1ccc(C(=O)Nc2ccc(OC)cc2[N+](=O)[O-])cc1	-1.6	-0.1	-2.0	5.1
O=C(COC(=O)C(O)c1ccccc1)Nc1cccc2c1C(=O)c1ccccc1C2=O (centres undefined)	0.8	0.1	-3.7	7.4
CC1=C(c2ccccc2)[N+](=O)C(C)(c2ccc(C)cc2)N1[O-] (centres undefined)	2.2	0.0	5.3	20.5
O=C1CC(N2CCN(c3ccccc3Cl)CC2)C(=O)N1c1ccc(F)cc1 (centres undefined)	0.0	0.0	5.4	0.6
O=c1/c(=C/c2ccc(Cl)cc2)sc2nnc(-c3ccccc3Cl)n12	0.0	0.0	1.4	10.5
N#CC1=C(N)Oc2c(oc(CO)cc2=O)C1c1ccccc1OCc1ccc(Cl)cc1 (centres undefined)	-0.8	-0.4	0.1	-0.9
COc1ccc(C2C=C(c3ccc(C)cc3)Nc3ncnn32)cc1 (centres undefined)	0.2	-0.1	-76.9	0.7
O=C(Nc1ccc(Br)cc1)c1cc(S(=O)(=O)NC2CCCC2)ccc1F	1.0	0.2	6.6	-4.8
CCC1(C)CC(=O)N(c2ccccc2)C1=O (centres undefined)	-0.8	0.0	-0.2	14.9
Cc1ccc(NC(=O)C2C3C=CC4(O3)C2C(=O)N(CCCN(C)Cc2ccccc2)C4C(=O)NC2CCCCC2)cc1C (centres undefined)	0.2	0.0	-5.4	-11.7
COc1ccc2c(Cl)c(C(=O)O)sc2c1Cl	-0.4	0.2	4.3	19.0
Cc1ccsc1CCNC(=O)CCc1c(C)nc2c(c(C)nn2C)c1C	-0.9	0.1	8.7	12.6
Cc1nnc2n1CCN(Cc1nc3ccccc3s1)CC2	-0.1	0.4	-0.4	3.2
CCn1c(N2CCCC(C(=O)NCCCN(C)C)C2)nc2ccccc21 (centres undefined)	0.2	0.0	1.3	4.8
COc1ccc(-c2[nH]nc3c2C2(C(=O)Nc4ccc(Br)cc42)C(C#N)=C(N)O3)cc1OC (centres undefined)	-0.2	0.0	8.2	0.4
CC(=O)Nc1ccc2nc(SCC(=O)NCc3ccco3)sc2c1	1.7	0.0	-7.4	5.6
CCCCCCCC1=NN2C(=N)/C(=C/c3ccc(-c4ccccc4Cl)o3)C(=O)N=C2S1	0.1	0.4	-6.2	26.7
CC1=NN(c2ccccc2Cl)C(=O)C1	3.1	-0.8	-0.3	4.7
CC(=O)c1ccc(NC(=O)CN(C)S(=O)(=O)c2ccc(Br)cc2)cc1	-1.2	0.7	-31.5	17.3
CCC(=O)Nc1sc2c(c1C(=O)Nc1ccc(Cl)cc1)CCC(C)C2 (centres undefined)	-0.7	1.0	2.8	5.7
Cc1ccc(/C(O)=C/C(=O)C(=O)Nc2ccc(S(=O)(=O)N3CCOCC3)cc2)cc1C	-0.5	0.0	-8.2	6.2
CCOC(=O)c1c(NC(=O)c2ccccc2C)sc2c1CCC(CC)C2 (centres undefined)	0.6	0.0	-4.7	-10.6
CCn1nnnc1SCC(=O)N1c2ccccc2CCc2ccccc21	3.8	-0.1	-1.3	-0.2
CCCCC[C@@H](O)/C=C/[C@H]1[C@H](C/C=C\CCCC(=O)O)[C@H](O)C[C@@H]1O	-0.3	/	/	-8.0
CCOc1cc(C(=O)O)c(Br)cc1OCC(=O)NCc1ccccc1	-1.9	0.1	-2.2	5.0
CCOC(CNC(=O)c1sc2ncn(CC(=O)N3CCCC(C)C3)c(=O)c2c1C)OCC (centres undefined)	-0.6	-0.2	-0.9	21.3
Cn1c(=O)c2c(ncn2Cc2ccccc2Br)n(C)c1=O	1.8	0.1	20.7	-12.3
CCCOc1ccc(C2C(C(=O)OCC)=C(C)N=C3SCCC(=O)N32)cc1OCC (centres undefined)	1.4	-0.1	7.5	4.7
Cc1cccc(NC(=O)/C(C#N)=C/c2ccccc2)c1C	-0.1	0.1	-4.0	8.5
COc1ccc([N+](=O)[O-])cc1NC(=O)c1cn(C)c(=O)c2cc(OC)c(OC)cc12	0.5	0.1	5.2	1.7

Reprinted at random: 2 entries already listed.
SMILES	GPR151 activ	FBW7 act	TEAD-YAP block	MITF inh
CCCOc1ccc(C2C(C(=O)OCC)=C(C)N=C3SCCC(=O)N32)cc1OCC (centres undefined)	1.4	-0.1	7.5	4.7
Cn1c(=O)c2c(ncn2Cc2ccccc2Br)n(C)c1=O	1.8	0.1	20.7	-12.3

Further records follow.
SMILES	GPR151 activ	FBW7 act	TEAD-YAP block	MITF inh
CC1(Cc2ccc3ccccc3n2)C(=O)Nc2ccccc21 (centres undefined)	3.5	-0.1	-2.6	0.0
COCCN(C(=O)CCc1nnc(Cc2cc(OC)ccc2OC)o1)C(C)C	2.7	-0.1	-22.0	2.4
CCOc1ccc(C(=O)Nc2c3c(nn2-c2ccc(C)cc2)CS(=O)C3)cc1OCC (centres undefined)	-0.3	-0.1	-18.2	-17.9
N#Cc1cc([N+](=O)[O-])ccc1N1CCN(C(=O)C2CCCO2)CC1 (centres undefined)	-1.3	-0.1	-1.3	0.0
CC1=C(C(=O)Nc2ccccc2Cl)C(c2ccccc2)C(C#N)=C(SCC#N)N1 (centres undefined)	0.2	0.0	-5.3	-15.3
CCn1c(=O)c2c(nc(SCC(=O)NCC3CCCO3)n2C)n(C)c1=O (centres undefined)	0.4	-0.2	7.0	1.2
CC(C)OC(=O)c1c(NC(=O)c2cnn3c2NC(c2ccco2)CC3C(F)(F)F)sc2c1CCCC2 (centres undefined)	0.3	-0.1	-8.7	-10.6
CCn1c2ccccc2c2nnc(SCC(=O)Nc3nc4ccc([N+](=O)[O-])cc4s3)nc21	0.1	0.1	-1.8	4.2
Cc1ccc(CN2CCNC(=O)C2CC(=O)NCc2cn3ccc(C)cc3n2)cc1 (centres undefined)	0.4	0.0	4.8	7.3
O=C(OCC(=O)N1CCOCC1)c1ccccc1O	-4.4	0.5	-44.5	17.0
CCc1cccc(NC(=O)CCS(=O)(=O)c2ccc3c(c2)SC(CC)C(=O)N3)c1 (centres undefined)	0.9	-0.1	2.1	-10.6
CC1(C)CC(=O)C(N=Nc2ccc(F)cc2)=C(O)C1	2.0	0.0	-0.1	4.4
CCCCC(=O)Nc1ccc(S(=O)(=O)N2CCC(c3nc4ccccc4[nH]3)CC2)cc1	-0.5	0.1	-1.9	-11.4
Cc1cc(Cl)c(OCCN2C(=O)NC(C)(C)C2=O)c(Br)c1	0.4	0.9	-0.2	19.4
O=C(C1CCCCC1)N1CCc2ccccc21	0.9	0.1	-0.1	9.9
CC(=O)Nc1cc(C(=O)NCCc2ccccc2)ccc1S(=O)(=O)c1ccc(C)cc1	0.7	-0.3	-9.9	4.7
CCN(CC)CCn1c(=S)[nH]c2cc(C(=O)N3CCN(c4ccccc4)CC3)ccc2c1=O	-1.2	0.1	-1.9	17.2
COc1ccc(-c2nc3c(c(Cc4ccccc4)nn3-c3ccccc3)c3cc(OC)c(OC)cc23)cc1	-0.6	0.3	5.4	0.9
O=C1CCCN1CCn1cnc2c(NCc3ccccc3)nc(Nc3cnccn3)nc21	1.4	0.0	22.9	-0.1
COc1cc(CO)cc(I)c1OCc1ccccc1F	0.8	-0.2	-7.6	-10.8
O=C(Cc1cccs1)Nc1c2c(nn1-c1ccc(Oc3ccccc3)cc1)CSC2	0.3	0.1	-10.8	11.4
COc1cccc(/C(O)=C2\C(=O)C(=O)N(CCCn3ccnc3)C2c2ccc(C)o2)c1 (centres undefined)	-0.7	-0.2	-7.8	9.0
Cn1c(=O)c2[nH]c(-n3c(Br)nc4c3c(=O)n(C)c(=O)n4C)nc2n(C)c1=O	-1.1	-0.2	2.4	10.1
C=CCOc1ccc(/C=C2/NC(=O)N(c3ccccc3)C2=O)cc1Br	0.4	0.4	9.9	17.1
O=C(Nc1ccccc1Cl)c1cc2nc(-c3ccc4c(c3)OCO4)cc(C(F)(F)F)n2n1	0.0	-0.1	5.1	4.8
CN(CC(=O)Nc1ccccc1)S(=O)(=O)c1ccc(Br)cc1	-1.2	1.0	5.2	7.7
COc1cccc(NC(=O)CSC2=Nc3ccccc3C3=NC(Cc4ccccc4)C(=O)N23)c1 (centres undefined)	0.6	-0.1	7.8	-9.3

Structures above with a thiophene ring, fused or not:
SMILES	GPR151 activ	FBW7 act	TEAD-YAP block	MITF inh
CC(=O)c1cc(CN2CCN(Cc3ccccc3)C(CCO)C2)cs1 (centres undefined)	-0.7	0.0	2.6	3.3
CCCCNC(=O)c1nn2c(c1Cl)NC(c1cccs1)CC2C(F)(F)F (centres undefined)	0.3	-0.1	5.8	9.7
CC(=O)Cn1cnc2sc3c(c2c1=O)CCC(C(C)(C)C)C3 (centres undefined)	1.9	-0.1	-69.6	-8.4
CCC(C)NC(=O)Cn1c(=O)n(-c2cc(OC)cc(OC)c2)c(=O)c2sccc21 (centres undefined)	0.6	0.0	-6.1	-8.7
Cc1ccc(NS(=O)(=O)c2csc(C(=O)Nc3ccccc3)c2)cc1	0.1	0.2	-12.2	-5.1
CC(=O)c1cc(C(=O)NCC2Cc3cc(-c4cncnc4)cc(Cl)c3O2)cs1 (centres undefined)	-0.7	-0.1	2.6	-16.7
COc1ccc2c(Cl)c(C(=O)O)sc2c1Cl	-0.4	0.2	4.3	19.0
Cc1ccsc1CCNC(=O)CCc1c(C)nc2c(c(C)nn2C)c1C	-0.9	0.1	8.7	12.6
CCC(=O)Nc1sc2c(c1C(=O)Nc1ccc(Cl)cc1)CCC(C)C2 (centres undefined)	-0.7	1.0	2.8	5.7
CCOC(=O)c1c(NC(=O)c2ccccc2C)sc2c1CCC(CC)C2 (centres undefined)	0.6	0.0	-4.7	-10.6
CCOC(CNC(=O)c1sc2ncn(CC(=O)N3CCCC(C)C3)c(=O)c2c1C)OCC (centres undefined)	-0.6	-0.2	-0.9	21.3
CC(C)OC(=O)c1c(NC(=O)c2cnn3c2NC(c2ccco2)CC3C(F)(F)F)sc2c1CCCC2 (centres undefined)	0.3	-0.1	-8.7	-10.6
O=C(Cc1cccs1)Nc1c2c(nn1-c1ccc(Oc3ccccc3)cc1)CSC2	0.3	0.1	-10.8	11.4
